MT stabilize HCS = microtubule stabilization, imaging screen. HeLa tubulin immunostaining HCS, 24 h; share of cells brighter than vehicle mean+2SD. % tubulin-high responders, % at 10 µM. hit rate 0.83% among 200,000;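 active means plate Z-score above 3 for both tubulin-high and condensed-nucleus cell shares, with cell loss under 80%, at 10 µM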;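 further: anti alpha tubulin signal scored within the nucleus-defined area of each cell; some results filed as inactive read as strong as hits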
M17LAP inhibition = P. falciparum M17LAP inhibitors, primary screen, biochemical, fluorogenic H-Leu-NHMec substrate, 1536-well (AID 1619); hit rate 0.38% among 220,000; inhibition, % at 30 µM, or IC50 in µM where a hit was titrated; recombinant M17LAP, H-Leu-NHMec fluorogenic kinetic assay; higher % means a stronger effect;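 active means compound inhibiting the enzyme by more than half at any dose during confirmatory dose-response retesting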;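 further: plate controls were full reaction with DMSO carrier for no effect and no enzyme background for full effect; strong numbers were not always called active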
Dynein transport = dynein cargo transport inhibition. hit rate 0.47% among 220,000. AID 1381. 3617.4 mouse cells, GR-EGFP nuclear translocation imaging; test concentration mostly 20 µM; stimulated with dexamethasone, 1 µM; stronger effect = lower value. z-score, hits read low;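 active means plate z-score of nuclear minus cytoplasmic receptor signal below a set negative limit, without overly bright fluorescence or cell loss, cut at about -3.5 in these data, passing the limit was not always enough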;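 further: z-score of nuclear minus cytoplasmic ring GR-EGFP intensity difference per well; some compounds called inactive have numbers as strong as hits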
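Buffer or medium – tet-free medium with charcoal-stripped serum · Signal – automated 10x imaging of fixed Hoechst-stained cells · Also added – dexamethasone agonist, 1.0 µM final, for 30 min · Incubation – induction 48 h, compound 1 h, agonist 30 min · Read-out – GR-EGFP nuclear translocation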
CSM14.1 death rescue = protection against thapsigargin-triggered cell killing – 384-well, CSM14.1, ATP luminescence, primary screen (AID 1222); CSM14.1 thapsigargin-induced death rescue, ATP luminescence; higher % means a stronger effect; one-dose cellular ATP content (survival), % at 20 µM; EC50 in µM for titrated hits; 190,000 tested, under 10 active;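 active means EC50 below 50 µM in the dose-response confirmation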;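 further: death triggered by thapsigargin at about 15 µM added after 2 h compound pretreatment; cell ATP read after overnight thapsigargin exposure of roughly 18 to 22 hours; normalized against plate controls of thapsigargin alone and 5% DMSO vehicle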
Yfh1-off respiration = enhancers of respiration in Yfh1-depleted yeast, dose response, Friedreich's ataxia, plus single-dose screen (AID 1465); fold induction at 50 µM; hits with a dose series show EC50 in µM; S. cerevisiae Yfh1-off respiration, WST-1 reduction, 72 h; higher fold induction means a stronger effect; hit rate 0.074% among 220,000;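 active means fold induction of absorbance versus untreated yeast above a set limit, then at least 30% activation at any dose in follow-up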;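 further: activators that raise dye reduction in frataxin-depleted yeast; strong numbers were not always called active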
Hep lipid drop = hepatic lipid droplet formation modulation; AML12 mouse hepatocytes, oleate lipid droplets, BODIPY imaging; inhibition, % at 6.5 µM; hit rate 0.4% among 240,000;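 active means lipid droplet intensity inhibited by at least 50%, with more than 500 cells counted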
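Assay system: AML12 hepatocytes (mouse); Probe or stimulus: oleic acid at 100 µM to induce lipid droplet formation; Dosing: compound at 6.5 µM only; Schedule: compound with oleate, overnight; Detection: fluorescence imaging, 20x objective, two fields per well; Measure: % inhibition of lipid droplet signal.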
Ins promoter up = MIN6 insulin promoter up-regulation; z-score at 5 µM; hit rate 0.3% among 190,000; MIN6 insulin promoter-GFP reporter, high-content imaging; stronger effect = higher value; AID 1625;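 active means z-score above 3 at 5 µM with at least 500 cells counted in the well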
P. falciparum M1AAP = malaria alanyl aminopeptidase activity blockers – biochemical, fluorogenic H-Leu-NHMec substrate, 1536-well (AID 1445) | recombinant M1AAP, H-Leu-NHMec fluorogenic kinetic assay; higher % means a stronger effect | one-dose inhibition, % at 30 µM; IC50 in µM for titrated hits | hit rate 0.42% among 220,000;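 active means primary inhibition above the hit cutoff, then over 50% inhibition at one or more dose response concentrations, cut at about 23% in these data, passing the limit was not always enough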;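 further: plate controls were DMSO full reaction for no effect and no enzyme background for full effect; strong numbers were not always called active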
Autophagy HCS = autophagy modulation, high-content screen | MEF GFP-LC3 puncta imaging; test concentration mostly 10 µM | calls only at 10 µM (by protocol) | hit rate 0.98% among 190,000;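 active means percentage of spot-positive cells more than 3 SD above its plate mean, without a fluorescence outlier flag or 80% toxicity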;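 further: spot-positive cell cutoff set from DMSO-treated cells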
Dynein transport cytoplasmic EGFP = also measured in Dynein transport; calls as there; z-score; measured here: cytoplasmic GR-EGFP intensity; stronger effect = higher value
Dynein transport nuclear GR-EGFP = further read-out of Dynein transport, marked with its call; z-score; measured here: nuclear GR-EGFP intensity;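 lower value marks the stronger effect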
Dynein transport cell count = second read-out of Dynein transport, no call of its own (marks repeat the call); z-score; measured here: cell count per field
Ins promoter up cell count = also measured in Ins promoter up; calls as there; cell count; measured here: cytotoxicity, nuclei count;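 total cells summed across four imaged fields per well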
Hep lipid drop cells 6.5 µM = recorded beside Hep lipid drop, whose call it bears; cell count; measured here: cell count, cytotoxicity flag;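 cells counted across two imaged fields per well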
MT stabilize HCS Hoechst-high % = recorded beside MT stabilize HCS, whose call it bears; % Hoechst-high responders; measured here: nuclear condensation Hoechst responders;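 share of cells brighter than vehicle mean plus two SD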
MT stabilize HCS cytotoxicity % = recorded beside MT stabilize HCS, whose call it bears; toxicity, %; measured here: cytotoxicity by cell density;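 0% = mean cell density of plate MIN control wells and 100% = no cells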
Autophagy HCS cell loss 18 h = recorded beside Autophagy HCS, whose call it bears; toxicity, %; measured here: cell loss, nuclei count;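 cell loss after 18 h compound exposure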
Starred values were filed as active, the others as inactive; i = inactive; / = not tested or not shown. This is a random part of the collection; 3.5% or so of the library scored in one or more.

cpd	SMILES	Dynein transport nuclear GR-EGFP	Autophagy HCS	Ins promoter up cell count	Dynein transport cytoplasmic EGFP	M17LAP inhibition	CSM14.1 death rescue	P. falciparum M1AAP	MT stabilize HCS cytotoxicity %	Dynein transport cell count	Hep lipid drop cells 6.5 µM	MT stabilize HCS	Yfh1-off respiration	Dynein transport	Ins promoter up	Autophagy HCS cell loss 18 h	Hep lipid drop	MT stabilize HCS Hoechst-high %
1	c1ccc(Cn2c(NCc3ccccn3)nc3ccccc32)cc1	-0.16	i	1528	-0.17	-5%	0.2%	7%	7.4	-0.2	684	3.6	i	-0.078	0.06	4	-12	1.6
2	CC(=O)Nc1ccc(NC(=O)CSc2nnc(CNc3ccc(F)cc3)n2CC2CCCO2)cc1 (centres undefined)	-0.21	i	1293	-0.34	3%	-0.1%	2%	12	0.62	686	3.9	i	-0.29	-0.62	4	13	1.9
3	CCCCNC(=O)NS(=O)(=O)c1cnccc1Sc1ccc(Cl)cc1	0.1	i	1656	-0.12	15%	-1.3%	5%	8.7	0.48	/	2.4	i	-0.08	-0.11	-2	/	1.6
4	CN(CC(=O)NCCc1ccc(S(N)(=O)=O)cc1)c1ccccc1	-0.3	i	1633	-0.34	-3%	1.2%	3%	15	1.3	692	6.9	i	-1	0.22	-9	11	1.5
5	CCc1ccc(/C=c2\s/c(=C\C(=O)C(C)(C)C)[nH]c2=O)cc1	0.7	i	708	0.12	4%	0.3%	9%	12	-1.3	707	5.3	i	0.55	-0.25	-1	50	0.9
6	Cc1noc(C)c1C(=O)N1CC(C)OC(C)C1 (centres undefined)	-0.4	i	1003	-0.036	-2%	0.2%	4%	4.4	0.67	772	1.1	i	-0.43	-0.13	0	23	1.4
7	CC(Oc1ccc(F)cc1)C(=O)NN (centres undefined)	-0.52	i	1222	-0.25	-10%	-5.2%	-7%	0.6	1.1	630	2.6	i	-1.5	0.19	8	-14	2.1
8	Cc1cccc(NC(=O)COc2ccc3oc4c(c3c2)CCCC4)n1	-0.34	i	/	-0.26	6%	-0.6%	9%	5.1	1.6	774	2.2	i	-0.62	/	1	7	2.3
9	Cc1cc(S(=O)(=O)Nc2c(C)ccc3nsnc23)ccc1F	-0.44	i	950	-0.068	6%	-0.5%	3%	9.2	0.25	815	3.9	i	-0.68	-0.17	0	0	2.0
10	CCCOC(=O)c1ccc(-n2nnnc2SCC(=O)N2CCCCC2)cc1	-0.22	i	1295	-0.36	2%	-1.4%	4%	7.5	-0.17	/	2.6	i	-0.66	-0.38	-4	/	1.3

3 structures already listed, ordered by heavy-atom count, falling.
cpd	SMILES	Dynein transport nuclear GR-EGFP	Autophagy HCS	Ins promoter up cell count	Dynein transport cytoplasmic EGFP	M17LAP inhibition	CSM14.1 death rescue	P. falciparum M1AAP	MT stabilize HCS cytotoxicity %	Dynein transport cell count	Hep lipid drop cells 6.5 µM	MT stabilize HCS	Yfh1-off respiration	Dynein transport	Ins promoter up	Autophagy HCS cell loss 18 h	Hep lipid drop	MT stabilize HCS Hoechst-high %
8	Cc1cccc(NC(=O)COc2ccc3oc4c(c3c2)CCCC4)n1	-0.34	i	/	-0.26	6%	-0.6%	9%	5.1	1.6	774	2.2	i	-0.62	/	1	7	2.3
4	CN(CC(=O)NCCc1ccc(S(N)(=O)=O)cc1)c1ccccc1	-0.3	i	1633	-0.34	-3%	1.2%	3%	15	1.3	692	6.9	i	-1	0.22	-9	11	1.5
9	Cc1cc(S(=O)(=O)Nc2c(C)ccc3nsnc23)ccc1F	-0.44	i	950	-0.068	6%	-0.5%	3%	9.2	0.25	815	3.9	i	-0.68	-0.17	0	0	2.0

More compounds follow.
cpd	SMILES	Dynein transport nuclear GR-EGFP	Autophagy HCS	Ins promoter up cell count	Dynein transport cytoplasmic EGFP	M17LAP inhibition	CSM14.1 death rescue	P. falciparum M1AAP	MT stabilize HCS cytotoxicity %	Dynein transport cell count	Hep lipid drop cells 6.5 µM	MT stabilize HCS	Yfh1-off respiration	Dynein transport	Ins promoter up	Autophagy HCS cell loss 18 h	Hep lipid drop	MT stabilize HCS Hoechst-high %
11	CCOc1ccccc1N1CCN(Cc2ccc(OC)c(OC)c2OC)CC1	-0.36	i	/	-0.16	20%	-2.3%	5%	6.4	0.78	760	3.8	i	-0.45	/	-2	16	2.3
12	Cc1ccc(C(=O)NC(=S)NCC2CCCO2)cc1[N+](=O)[O-] (centres undefined)	-0.2	i	1480	-0.23	5%	-1.5%	5%	9.7	0.41	697	2.1	i	-0.61	-0.24	-13	-15	0.6
13	COC(=O)c1ccc(NC(=O)c2cccc(C)c2[N+](=O)[O-])cc1	0.081	i	1577	-0.091	-2%	1.4%	1%	10	-0.34	659	7.5	i	0.47	-0.24	8	4	1.8
14	COc1ccc(NC(=O)c2sc(N3CCOCC3)nc2-c2ccccc2)c(OC)c1	-0.13	i	1347	-0.24	0%	-4.7%	0%	8.0	-0.18	656	5.3	i	-0.11	0.48	-10	-13	2.9
15	COc1ccc(-n2c3c(cc(C(=O)NNc4ccccc4)c2=O)C(=O)CC(C)(C)C3)cc1	-0.15	i	1295	-0.31	-5%	-2.8%	9%	5.0	0.18	697	2.9	i	-0.35	-0.97	3	4	3.9
16	Cc1onc(-c2ccccc2Cl)c1C(=O)Nc1c(C)n(C)n(-c2ccccc2)c1=O	0.33	i	924	-0.41	-4%	-2.2%	6%	13	-1.4	/	3.7	i	0.85	-0.73	-6	/	2.4
17	O=S(=O)(NCCNS(=O)(=O)c1cccs1)c1cccs1	0.3	i	/	-0.27	-8%	3.4%	-1%	3.0	0.73	/	7.8	/	-0.013	/	5	/	1.7
18	COc1ccc(CCNC(=O)CN(c2ccccc2OC)S(C)(=O)=O)cc1	-0.26	i	992	-0.26	2%	-2.9%	-6%	6.7	0.012	756	3.6	i	-0.65	0.77	0	-3	2.1
19	Cc1csc(NC(=O)c2ccc(C)c(S(=O)(=O)N3CCOCC3)c2)n1	-0.44	i	1297	-0.37	2%	-0.8%	0%	0.8	0.73	691	3.0	i	-0.71	0.76	3	25	1.1
20	COc1ccccc1-c1nnc(SCC(=O)N2CC(C)CC(C)C2)o1 (centres undefined)	2.6	i	1189	-0.18	14%	-3.5%	1%	0.7	-1.8	745	3.1	i	3.6	1.8	6	-7	1.2
21	O=C(CCc1nnc(C2CCCCC2)o1)NCCCOc1cccnc1	-0.18	i	1254	-0.3	1%	-1.4%	2%	4.6	0.63	702	1.5	i	0.053	0.55	-24	-4	2.1
22	O=C(O)CCSc1ncnc2sc(-c3ccccc3)cc12	-0.37	/	1444	0.26	1%	/	5%	/	0.76	736	/	i	-0.77	-0.13	/	-3	/
23	O=C(COc1ccc(Cl)cc1)NNC(=O)c1cccnc1	0.6	i	1485	-0.088	11%	1.7%	3%	14	-0.45	694	1.6	i	0.13	0.24	-13	8	2.3
24	Cc1c(NC(=O)C23CC4CC(CC(C)(C4)C2)C3)c(=O)n(-c2ccccc2)n1C	0.035	i	1660	-0.24	0%	-0.9%	6%	6.4	-0.29	/	4.3	i	0.59	-0.47	11	/	1.4
25	O=C(NC1CCCc2ccccc21)c1cccc(S(=O)(=O)N2CCN(c3ccccc3)CC2)c1 (centres undefined)	0.048	i	723	0.099	0%	-0.7%	-2%	6.6	0.79	785	1.8	i	-0.45	0.04	36	10	1.2
26	CSc1nc2ccc(S(=O)(=O)N3CCCCC3)cc2s1	0.66	i	822	0.16	3%	4.8%	8%	5.5	-1.5	806	1.2	i	1	0.49	5	-4	1.6
27	CC(=O)NCC(=O)NC(Cc1ccccc1)C(N)=O (centres undefined)	-0.3	i	1224	-0.19	7%	1.7%	-5%	4.3	0.45	749	3.6	i	-0.26	0.24	2	-3	2.3
28	CCOc1ccccc1Nc1ncnc2c1cnn2-c1ccccc1	/	/	1763	/	/	-3.8%	/	/	/	689	/	i	/	0.17	/	-25	/
29	CN1C(=O)c2ccccc2C(C(=O)NCC2CCCO2)C1c1c[nH]c2ccccc12 (centres undefined)	-0.18	i	1179	-0.23	10%	-1.9%	11%	10	0.17	761	2.7	i	-0.23	-0.76	0	0	1.5
30	O=C(CNc1ccccc1)N/N=C/c1c[nH]c2ccccc12	0.26	i	1363	-0.24	3%	-1.6%	7%	23*	-0.064	656	16*	i	0.082	0.17	0	12	26*
31	Cc1nc(-c2ccccc2)sc1C(=O)/C=C/c1ccc(Cl)cc1	-0.79	i	/	-0.23	-4%	3.5%	-1%	4.8	0.39	/	4.5	i	-0.35	/	1	/	1.7
32	C/C(=N\Nc1nc2ccccc2s1)c1ccc(Br)s1	-0.15	i	1246	1.7	-2%	-3.4%	4%	11	0.71	706	1.8	i	-1.1	-0.62	53	4	2.2

Assay outcomes from PubChem BioAssay.
